From PubChem
KDM5B inh: inhibitors of human KDM5B histone demethylase | Q9UGL1 | KDM5B demethylase, FDH-coupled NADH fluorescence (FDH is formaldehyde dehydrogenase) | Potency, µM (series often up to 57.7 µM), inactives show at the highest dose activity change, negative = inhibition, most hits filed as inhibitors | 220,000 compounds, 2.6% hits; active = well fitted inhibition curve with a large enough effect; inconclusive = small, poorly fitted or top-dose-only effect; inactive = no such curve, though single readings can be large or run the other way; also: 0% is about no effect; nearly all actives have a fitted effect of over 70% in size
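KDM5BΔAP (200 nM final) in 50 mM HEPES pH 7.5, 0.01% Tween-20 was preincubated 10 min at RT with compound over a concentration range. Substrate mix (H3K4me3 12.5 µM, α-KG 25 µM, Fe²⁺, ascorbate, NAD⁺, FDH) was added, and NADH fluorescence change over 30 min gave dose-response curves.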
* = called active by the depositor; ? = inconclusive; [ ] = dose if it differs, or a comment. Potency is read from the fitted curve at half-maximal effect. Not all compounds are listed. The share of hits here may be higher or lower than overall.

SMILES | KDM5B inh
COc1ccc(C(=O)OC(C)C(=O)Nc2c(C)n(C)n(-c3ccccc3)c2=O)cc1 (stereo not drawn) | 24%
Cc1ccc(C2Cn3nnc(C(=O)N4CCC(C(=O)NC5CCC(C)CC5)CC4)c3CO2)cc1 (stereo not drawn) | -16%
CCOc1cccc(Cn2c(=O)c3sccc3n(CC(=O)N(C)C3CCCCC3)c2=O)c1 | ?
Cc1ccc(C(=O)CSc2ncc(C(F)(F)F)cc2Cl)cc1 | 21%
OC(c1ccc2c(c1)CCO2)c1nc(Nc2cccc(C(F)(F)F)c2)n[nH]1 (stereo not drawn) | -29%[86.2 µM]
Cc1ccc(CS(=O)(=O)c2cn(CC(=O)N(C)c3ccccc3)c3ccccc23)cc1 | ?
Cc1noc(C)c1-c1cc2c(cc(C)n2CCN(C)C)c(-c2ccc(CO)cc2)n1 | 25µM*
O=C(Nc1ncc([N+](=O)[O-])s1)C1COc2ccccc2O1 (stereo not drawn) | -12%
Cc1ccc(CN2CCSc3ccc(C(=O)N4CCN(c5ccccc5)CC4)cc32)cc1 | ?
O=C(NCCC1CCN(C(=O)Nc2cc(F)cc(F)c2)CC1)c1ccc(F)cc1 | 5%
CCOC(=O)c1sc(-c2ccc3c(c2)OCO3)cc1NC(=O)c1cnccn1 | -16%
COC(=O)c1ccc2c(=O)n3nc(Nc4cc(OC)ccc4OC)sc3nc2c1 | 13%
COc1cccc(CCC(=O)N2CCC(c3n[nH]c(=O)n3-c3ccc(C)cc3)CC2)c1 | 18%
Cc1c(CC(=O)NCc2cccc(Cl)c2)c(=O)oc2c(C)c(O)ccc12 | ?
CN1CCCCCCN(S(C)(=O)=O)[C@H]2CCC[C@H]2C1=O | -9%
COC(=O)C1=C(C)N(C)C(=S)NC1c1ccc(C(C)C)cc1 (stereo not drawn) | -27%
Cc1ccc(S(=O)(=O)NCC(c2cccnc2)S(=O)(=O)c2cccs2)cc1 (stereo not drawn) | -11%
CN1CCCCCC(O)c2cc(C(=O)NCCc3c[nH]c4ccccc34)ccc21 (stereo not drawn) | ?
Cc1cc(-c2ccc(C)c(S(=O)(=O)N(C)c3ccc(C)c(C)c3)c2)on1 | -16%
CC(C)c1cccc(C(C)C)c1NC(=O)C1CC=CCC1 (stereo not drawn) | -11%
CCN1c2cc(C(=O)NC3CCCCCC3)ccc2C(=O)N2CCCCC21 (stereo not drawn) | ?
CC(C)NC(=O)NC1CC2(CCN(C(=O)CCCN(C)C)CC2)c2ccccc21 (stereo not drawn) | 12%[115 µM]
CC(C)c1noc(CN2CCC(c3nc4cc(Cl)ccc4o3)CC2)n1 | 13%
Cc1ccccc1CC(=O)N1CCCC(n2cc(-c3nc(-c4ccccc4)no3)nn2)C1 (stereo not drawn) | -33%
O=C(c1ccccc1)N1CCC2(Cc3ccccc3NC2=O)C1 (stereo not drawn) | 20%[86.2 µM]
Cc1ccc(CNC(=O)N2CCC(Cc3ccc(C(=O)NC4CC4)cc3)CC2)cc1 | -9%
COC(=O)c1ccccc1NC(=O)Cn1ncc2c(C)n(Cc3ccc(F)cc3)c(C)c2c1=O | ?
O=C(COC(=O)/C=C/c1cccc(C(F)(F)F)c1)NC1CCCCCC1 | 0%
Cc1cccc(C(=O)NCCC(=O)N2CCCCCC2)c1 | -1%
O=C1CCCN1CCCn1ccnc1-c1cc2n(n1)CCCNC2 | -7%
Cc1cccc(C(=O)Nc2ccc(Cl)cc2C(F)(F)F)c1C | 22%
Cc1ccc(C(=O)C2CC(=O)Nc3c2c(C)nn3-c2ccc(Br)cc2)s1 (stereo not drawn) | -7%
CCO[C@H]1CN(c2cc(C)nc(-c3ccccc3O)n2)C[C@@H]1O | ?
O=C(c1ccoc1)N1CCC(N2CC3CC(C2)[C@H]2CCCC(=O)N2C3)CC1 (stereo partly drawn) | 1%
Cc1ccc2oc(C(=O)N3CCN(C(c4ccccc4)c4ccccc4)CC3)cc(=O)c2c1 | 2%
CSC(C)C(=O)NC(C)c1ccccc1Br (stereo not drawn) | -15%
CCCOc1ccc2c(c1)sc1ncc(NC(=O)c3ccc(C(C)(C)C)cc3)c(=O)n12 | 11%
COc1ccc(C)cc1N1CC(C(=O)Nc2ccc(S(=O)(=O)Nc3ncccn3)cc2)CC1=O (stereo not drawn) | 1%
Cc1nc(-c2cnccn2)n(CC(=O)Nc2ccccc2)c(=O)c1C | -14%
O=C1c2c(nc(CNc3nccs3)n2Cc2ccccc2)NCCN1Cc1ccccc1F | 8%

In the list so far, four contain a Cl atom:
SMILES | KDM5B inh
Cc1ccc(C(=O)CSc2ncc(C(F)(F)F)cc2Cl)cc1 | 21%
Cc1c(CC(=O)NCc2cccc(Cl)c2)c(=O)oc2c(C)c(O)ccc12 | ?
CC(C)c1noc(CN2CCC(c3nc4cc(Cl)ccc4o3)CC2)n1 | 13%
Cc1cccc(C(=O)Nc2ccc(Cl)cc2C(F)(F)F)c1C | 22%

The list goes on:
SMILES | KDM5B inh
O=C(NCCc1ccc2c(c1)OCO2)[C@H]1CNC[C@H](C(=O)N2CCCC2)C1 | 6%
COc1ccc(-n2nc(C3CCCN([S+](=O)([O-])c4cccc(C(F)(F)F)c4)C3)[nH]c2=O)cc1 (stereo not drawn) | -5%
COc1ccc(NS(=O)(=O)c2cc(-c3n[nH]c(=O)c4c3CCCC4)ccc2C)c(OC)c1 | 14%
Cc1nc2ccccc2c(C)c1CC(=O)NCC1CC1 | 3%
CCN=C1NN=C(c2cc(C)n(C3CC3)c2C)CS1 | -24%
Cn1nc(CC(=O)OCC(=O)NC2CC2)c2ccccc2c1=O | -9%
CCc1c(C)sc2nc(NCCO)n3nc(-c4ccco4)nc3c12 | ?
CC(C)CNC(=O)Nc1cc(C(=O)NCc2ccc(C(C)C)cc2)ccc1N1CCCC1 | ?
COCCCNC(=O)C1CC(=O)N(c2n[nH]c3ccccc23)C1 (stereo not drawn) | -16%
CCCNC(=O)Cc1csc2nc(C)c(-c3cc(C)n(-c4cccc(C)c4C)n3)c(=O)n12 | ?
O=c1[nH]c(N2CCOCC2)nc2c1CCN(Cc1cccc(Br)c1)CC2 | -15%
O=C(O)CC(c1cccnc1)c1c[nH]c2ccccc12 (stereo not drawn) | -3%
Cc1cc(C)c(NCC(=O)NNC(=O)c2ccccn2)c(C)c1 | ?
COC[C@H]1CCCN1C(=O)CC[C@@H]1CNC(=O)[C@@H]2C[C@H](NCc3ccc(OC)cc3)CN12 | ?
COc1cccc(NC(=O)C2CC(=O)N(c3n[nH]c4cccc(F)c34)C2)c1 (stereo not drawn) | ?
COc1cc(OC)c(OC)cc1CNC(=O)c1cc(Br)ccc1O | ?
O=C(NCC(F)(F)F)c1cc(Br)cn2ccnc12 | 35µM*
CCOc1ccccc1CN1CCC2(CC1)CC1C(=O)N(CC)C(=O)N1C2 (stereo not drawn) | 16%
c1ccc2c(N3CCOCC3)nc(N3CCOCC3)nc2c1 | ?
Nc1nccnc1C(=O)NCCc1cccc(Cl)c1 | ?
Cc1ccc(NC(=O)Cn2nnc3sc4c(c3c2=O)CCCC4)c(C)c1 | -11%
CCCN1CCN(C(=O)c2cc3c(s2)CCN(C(=O)c2ccc(F)cc2)C3)CC1 | -21%
CCN(C(=O)c1cc2c(s1)-c1c(C)cccc1OC2)c1cc(C)ccc1C | ?
Cc1cccc(NC(=O)c2ccccc2NC(=O)CSc2ncnc3ccccc23)c1 | -3%
O=C(Nc1ccc2c(c1)CCCN2C(=O)c1cccs1)c1c(F)cccc1F | -24%
C#CCNC(=O)CN1CCN(C(=O)CC2CCCC2)CC1 | 18%
O=C(CSc1nc(=O)[nH]c2c1CCC2)NCc1ccccc1Cl | 1%
Cc1ccccc1OCC(=O)Nc1nnc(-c2ccncc2)s1 | ?
CCOc1ccccc1CNC(=O)C1CCN(S(=O)(=O)c2c(C)noc2/C=C/c2ccc(C)cc2)CC1 | -9%
Cc1ccc(S(=O)(=O)CC(=O)Nc2cc(C)on2)cc1 | 8%
CC(C)c1ccc(-c2noc(SCC(=O)N3CCCCC3)n2)cc1 | -7%
CCCCCCCCCCCCS(=O)CC(O)CCl (stereo not drawn) | -21%
CCNC(=S)N/N=C1\CCCCC1C (stereo not drawn) | -8%
COC1CCC12CCN(C(=O)Nc1ccccc1F)CC2 (stereo not drawn) | 6%
COc1ccc(Nc2cc(C(=O)NCCCN(C)C3CCCCC3)c3ccccc3n2)c(OC)c1 | ?
CN1C[C@@H](NC(=O)NC2CCCCC2)C[C@H]1c1nc(-c2ccccn2)no1 | -31%[86.2 µM]
O=C(NC1CCN(c2cc(C(F)(F)F)ncn2)CC1)c1ccccc1 | -11%
CC(=O)Nc1ccc(CN2CCC3(CC2)CN[S+](=O)([O-])c2ccccc2N3)cc1 | 3%
COc1ccc(NC(=O)c2cccc(-n3cccc3)c2)c(OC)c1 | -3%
COc1ccccc1-c1cc(-c2ccc(N3CCOCC3)cc2)c2onc(C)c2n1 | ?

Next part.
canonical_smiles | KDM5B inh
Cc1ccc(NC(=O)CCn2c(=O)c3cccn3c3ccccc32)cc1Cl | ?
CC(=O)CCc1c(C)nc2c(Cl)cccc2c1Cl | 23%
COCC(=O)N[C@H]1C[C@H]2C(=O)NC[C@@H](CCC(=O)NCc3cccnc3)N2C1 | ?
O=C(O)CCNS(=O)(=O)c1ccc(OC(F)(F)F)cc1 | 13%
CCOc1ccccc1C(=O)NCCc1noc(-c2ccccc2)n1 | -13%
CC(=O)N1CCC(N[C@H]2C[C@@H](Cc3cc(CN(C)Cc4ccccc4)on3)C2(C)C)CC1 | -17%
O=C(Nc1cccc2cccnc12)NC1CCCCCC1 | 4%
Cn1c(=O)c2c(nc(NCC(O)c3ccccc3)n2C)n(C)c1=O (stereo not drawn) | 3%
CC(=O)Nc1ccc(S(=O)(=O)Nc2nc3ccccc3nc2Nc2cccc(O)c2)cc1 | 55%[activator]
O=C1CCC2(CCCO2)CCN1Cc1ccc(C(F)(F)F)cc1 (stereo not drawn) | 6%
CC(C)CNC(=O)NC(=O)CN(C)CCCc1ccccc1 | -7%
COc1ccc(-c2cc(N3CCC(NC(=O)c4ccc(C)c(C)c4)C3)n[nH]2)cc1 (stereo not drawn) | ?
CC(C)CN1C(=O)C(=O)N(CC(=O)N(C)CC(=O)Nc2ccc(Cl)c(C(F)(F)F)c2)C1=O | 10%
Cc1ccc(NC(=S)NCc2ccco2)c(C)c1 | 16%
CC1CCC2(CC1)NC(=O)N(NC(=O)CCCc1c[nH]c3ccccc13)C2=O (stereo not drawn) | ?
CCc1nnc2sc(-c3ccc(NC(=O)C(C)(C)C)cc3)nn12 | -6%
Cc1ccc(/C=C2\CC(c3ccccc3)c3ccccc3C2=O)cc1 (stereo not drawn) | 6%
CNc1c(NC(=O)NC2CCCC2)c(=O)oc2ccccc12 | 12%
CN(Cc1ccc(-c2ccccc2)cc1)Cc1ccc(C(F)(F)F)cc1 | -8%
CS(=O)(=O)c1ncc(Cl)c(C(=O)Nc2c(C(=O)Nc3ccccc3)oc3ccccc23)n1 | -2%
O=C1CC(c2ccc(Cl)cc2)Sc2nc(-c3ccc(F)cc3)nn21 (stereo not drawn) | -26%
Cc1ccc(C(=O)COC(=O)C(C)N2C(=O)C3C4CCC(C4)C3C2=O)cc1 (stereo not drawn) | 18%
Cc1ccc(NC(=O)c2ccc(OCc3ccccc3)cc2)cc1 | 8%
COc1ccccc1C1CCCN1Cc1cn(CCC(N)=O)c2ccccc12 (stereo not drawn) | -15%

Entries from the list above that contain a COOH group:
canonical_smiles | KDM5B inh
O=C(O)CC(c1cccnc1)c1c[nH]c2ccccc12 (stereo not drawn) | -3%
O=C(O)CCNS(=O)(=O)c1ccc(OC(F)(F)F)cc1 | 13%

6 entries out of the list above, ordered by the value under KDM5B inh, low to high.
| mol | KDM5B inh |
| --- | --- |
| O=C1CC(c2ccc(Cl)cc2)Sc2nc(-c3ccc(F)cc3)nn21 (stereo not drawn) | -26% |
| COc1ccccc1C1CCCN1Cc1cn(CCC(N)=O)c2ccccc12 (stereo not drawn) | -15% |
| CS(=O)(=O)c1ncc(Cl)c(C(=O)Nc2c(C(=O)Nc3ccccc3)oc3ccccc23)n1 | -2% |
| Cc1ccc(NC(=O)c2ccc(OCc3ccccc3)cc2)cc1 | 8% |
| CC(C)CN1C(=O)C(=O)N(CC(=O)N(C)CC(=O)Nc2ccc(Cl)c(C(F)(F)F)c2)C1=O | 10% |
| Cc1ccc(NC(=S)NCc2ccco2)c(C)c1 | 16% |

The list goes on.
canonical_smiles | KDM5B inh
NS(=O)(=O)c1ccc(N/N=C/c2cccc(Cl)c2Cl)c([N+](=O)[O-])c1 | 19%
Cc1noc2c(NC(C)C)cc(-c3cccs3)nc12 | -6%[115 µM]
Cc1ccc(C)c(N2CCN(c3nc4ccc(C(=O)c5ccccc5)cc4n4cnnc34)CC2)c1 | -20%
CCc1ccc(-c2nc3ccccc3c(C(=O)O)c2C)cc1 | 14%
O=C1Cc2c(-c3ccc4c(c3)OCO4)n[nH]c2CN1CC1CCOCC1 | -11%[86.2 µM]
COc1ccc(C(=O)C(C)OC(=O)c2cc(OC)cc(OC)c2)cc1 (stereo not drawn) | 12%
C(C#CCOC/C=C/c1ccccc1)#CCOC/C=C/c1ccccc1 | ?
O=C(OCC(=O)N1CCc2ccccc2C1)c1ccc(Cl)c([N+](=O)[O-])c1 | -13%
O=C(c1ccccn1)N1CCC2(CC1)CC(Cc1nc(-c3cnccn3)no1)CCO2 (stereo not drawn) | 4%
CCOC(=O)c1cccc(NC(=O)N2CC[C@@H](CC(=O)N[C@@H](CO)CC(C)C)[C@@H](CC)C2)c1 | -23%
CCN(CC)c1nc2ccccc2nc1C(=O)Nc1ccc(F)cc1Cl | -18%
Cc1ccc(C)c(S(=O)(=O)c2nnn3c2nc(NCc2ccc(F)cc2)c2ccccc23)c1 | ?
CCOc1ccc(Nc2nc3ccccc3nc2NS(=O)(=O)c2cccc(Cl)c2)cc1 | 20%
CCOc1ccc(C(=O)c2c(N)c(-c3nc(-c4ccc5c(c4)OCO5)cs3)c3ccccn23)cc1 | -14%
